GALK inh = qHTS Assay for Inhibitors of Human Galactokinase (GALK) | Potency, µM (series often up to 57.5 µM), for the others: top-dose activity change, negative = inhibition, usual class: inhibitors | Purified GALK, Kinase-Glo residual ATP luminescence | AID 1868, 2009 | 270,000 compounds, 0.007% hits; further: potency means the concentration at half of the fitted maximal effect; on the % scale 0 is the no-effect control and ±100 the full control effect
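ATP-depletion format; final 35 uM ATP, 100 uM D-galactose, 5 nM enzyme; pH 8.0 HEPES/Mg2+ buffer; 60 min RT; luminescence read 10 min after detection reagent.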
KCNH2 3.1 inh = qHTS for Inhibitors of KCHN2 3.1: Mutant qHTS; Potassium voltage-gated channel subfamily H member 2, brain isoform KCNH2 3.1 (human); U2OS KCNH2 3.1, thallium flux FluxOr; stronger effect = lower value; activity change, % (tested at about 1.8 µM); 340,000 compounds, 0.95% hits;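 active means maximum activity change below -70%; inconclusive means maximum activity change from -70% to -50%; inactive means maximum activity change above -50%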;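 further: thallium influx rate constant from kinetic fluorescence after stimulation buffer; on the % scale 0 is the no-effect control and ±100 the full control effect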
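Virally transduced U2OS (3.1 isoform, 4 h infection in dark at RT) → overnight 37 C → FluxOr + Red40 in HBSS/HEPES, 45 min → stimulation buffer, 2 min kinetic read → rate constant vs DMSO controls.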
Giardia kill = Small Molecules that selectively kill Giardia lamblia: qHTS. Giardia lamblia trophozoite viability. activity change, % at 7.66 µM, hits read low. 340,000 compounds, 0.15% hits. AID 540267, 2011; in the data active means activity change below about -80%; inconclusive means between about -30% and that limit;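 further: parasites exposed to compound for two days anaerobically before the ATP read; on the % scale 0 is the no-effect control and ±100 the full control effect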
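Luminescence from cellular ATP indicates surviving trophozoites (100 cells/well) following 48 hrs anaerobic compound treatment at 37 deg C; signal develops 15-30 min at room temperature.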
hERG WT inh = qHTS for Inhibitors of KCHN2 3.1: Wildtype qHTS; Voltage-gated inwardly rectifying potassium channel KCNH2 (Homo sapiens), Q12809; activity change, % at 1.84 µM; 340,000 compounds, 0.37% hits; U2OS, BacMam KCNH2, thallium flux FluxOr; stronger effect = lower value; AID 720551, 2013;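 active means maximum activity change below -70%; inconclusive means maximum activity change between -70% and -50%; inactive means maximum activity change above -50%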; further: on the % scale 0 is the no-effect control and ±100 the full control effect
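U2OS cells transduced with wild-type KCNH2 virus are loaded with FluxOr dye for 45 min, and thallium flux is measured in kinetic reads before and after stimulation buffer. Rate constants are normalized to DMSO controls.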
Menin-MLL TR inh = qHTS Assay for Inhibitors Targeting the Menin-MLL Interaction in MLL Related Leukemias: Competition With Texas Red Labeled MLL-derived Mutant Peptide; Menin + Texas Red MLL mutant peptide, fluorescence polarization; Potency, µM (top dose mostly 61.6 µM), without a hit: top-dose FP activity change, negative = inhibition, actives largely listed as inhibitors; O00255; 270,000 compounds, 0.23% hits; AID 1768, 2009; active means well fitted inhibition curve with a large enough effect in the polarisation, with a control signal flat, not every such curve was filed as active; inconclusive means small, poorly fitted or top-dose-only effect, or effect the other way, or a change in a side signal; inactive means no such curve, though single readings can be large or run the other way; the % refers to the polarisation; further: potency means the concentration at half of the fitted maximal effect; % of control where 0% means no effect; many of its hits are not listed in these tables
MLL CXXC-DNA inh = qHTS Fluorescence Polarization Assay for Inhibitors of MLL CXXC domain - DNA interaction. Histone-lysine N-methyltransferase 2A (Homo sapiens), Q03164. MLL-CXXC / FITC-HOXA9 DNA fluorescence polarization. Potency, µM (titrated, usually from 115 µM), for the others: top-dose activity change, negative = inhibition, actives largely listed as inhibitors. 290,000 compounds, 0.037% hits. AID 2662, 2010; active means well fitted inhibition curve with a large enough effect in the polarisation, with a control signal flat, not every such curve was filed as active; inconclusive means small, poorly fitted or top-dose-only effect, or effect the other way, or a change in a side signal; inactive means no such curve, though single readings can be large or run the other way; the % refers to the polarisation; further: potency means the concentration at half of the fitted maximal effect
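Fluorescence polarization: 7 uM MLL-CXXC (stock) preincubated 5 min with compounds, then 50 nM fluorescein-HOX-A9 DNA (stock) added; 30 min ambient. Buffer 50 mM Tris-HCl pH 7.5, 50 mM NaCl, 1 mM DTT, 0.05% BSA.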
FBPA coupling cs = qHTS Assay for Inhibitors of Fructose-1,6-bisphosphate Aldolase from Giardia Lamblia: Coupling assay counterscreen; coupling enzyme system counterscreen, AmpLite Red fluorescence; activity change, negative = inhibition, % at 58.2 µM, hits read low; 290,000 compounds, 0.67% hits; AID 2472, 2010; in the data active means activity change below about -30%; further: on the % scale 0 is the no-effect control and ±100 the full control effect
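Counterscreen lacking aldolase: glyceraldehyde-3-phosphate coupling-enzyme reagent preincubated 10 min at RT with compound (at 57.5 uM final), then substrate/coupling system with AmpLite Red added; fluorescence read at 525/598 nm after 20 min RT.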
TRPV1 ag = HTS Assay for Compounds that Act as Agonists of the Vanilloid Receptor 1; TRPV1-expressing cells, Fluo-8 calcium influx, agonist mode; activation, % at 8.33 µM; AID 540275, 2011; Transient receptor potential cation channel subfamily V member 1 (Homo sapiens), Q8NER1; 320,000 compounds, 0.19% hits; in the data active means activation above about 80%; inconclusive means between about 30% and that limit; further: 0% is about no effect
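Fluo-8 calcium influx in TRPV1-expressing cells, kinetic read (ex 480/em 520 nm). Compound added and read 3 min for agonist activity, followed by capsaicin at EC20 final and 2 min further read for enhancement.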
B2AR arrestin = qHTS assay of beta-arrestin-biased ligands of beta2-adrenergic receptor; 330,000 compounds, 0.02% hits; Beta-2 adrenergic receptor (Homo sapiens), P07550; beta-arrestin recruitment to beta2AR, cell-based reporter; Potency, µM (doses to about 46.1 µM), for the others: at the top dose activation, most hits filed as activators; AID 492947, 2010;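 further: potency means the concentration at half of the fitted maximal effect; 0% = DMSO controls and full agonism = EC100 isoproterenol or metaproterenol; nearly all actives have a fitted effect of over 65% in size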
Target sequence (P07550 whole entry, looked up): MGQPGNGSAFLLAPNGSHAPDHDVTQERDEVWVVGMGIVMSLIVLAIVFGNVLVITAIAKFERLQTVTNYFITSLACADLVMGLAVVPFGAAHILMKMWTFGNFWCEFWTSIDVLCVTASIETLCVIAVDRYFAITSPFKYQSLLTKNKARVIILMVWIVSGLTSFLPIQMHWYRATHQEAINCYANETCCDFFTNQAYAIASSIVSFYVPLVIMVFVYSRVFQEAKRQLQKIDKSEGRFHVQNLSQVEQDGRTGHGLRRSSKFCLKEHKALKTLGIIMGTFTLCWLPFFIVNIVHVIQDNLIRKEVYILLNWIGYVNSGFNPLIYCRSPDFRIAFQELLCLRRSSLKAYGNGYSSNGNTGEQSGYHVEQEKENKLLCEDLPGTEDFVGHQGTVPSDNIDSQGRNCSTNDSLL
PKM2 act = qHTS Assay for Activators of Human Muscle isoform 2 Pyruvate Kinase; purified PKM2, Kinase-Glo ATP luminescence, activation; response scale: 0% is enzyme alone, no compound; Potency, µM (series often up to 57.5 µM), inactives show at the top dose activation, usual class: activators; 260,000 compounds, 0.34% hits; AID 1631, 2009; further: potency means the concentration at half of the fitted maximal effect; on the % scale 0 is the no-effect control and ±100 the full control effect; nearly all actives have a fitted effect of over 55% in size
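Purified hPK-M2 (>95% pure) converted ADP (0.1 mM final) to ATP with 0.5 mM PEP in 50 mM imidazole pH7.2, KCl, MgCl2, Tween 20, BSA; 1 h at room temperature. ATP detected by Kinase-Glo luminescence.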
USP2a inh = qHTS Assay for Inhibitors of Ubiquitin-specific Protease USP2a Using CHOP2 as the Reporter | Potency, µM (top dose mostly 38.3 µM), without a hit: top-dose activity change, negative = inhibition, actives largely listed as inhibitors | AID 463254, 2010 | 330,000 compounds, 0.01% hits | USP2 core, Ub-CHOP2 coupled fluorogenic reporter, 485/531 | Ubiquitin carboxyl-terminal hydrolase 2 (Homo sapiens), O75604;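 further: potency means the concentration at half of the fitted maximal effect; plate controls were DMSO wells for no effect and full inhibition by NEM control for full effect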
Target sequence (O75604 whole entry, looked up): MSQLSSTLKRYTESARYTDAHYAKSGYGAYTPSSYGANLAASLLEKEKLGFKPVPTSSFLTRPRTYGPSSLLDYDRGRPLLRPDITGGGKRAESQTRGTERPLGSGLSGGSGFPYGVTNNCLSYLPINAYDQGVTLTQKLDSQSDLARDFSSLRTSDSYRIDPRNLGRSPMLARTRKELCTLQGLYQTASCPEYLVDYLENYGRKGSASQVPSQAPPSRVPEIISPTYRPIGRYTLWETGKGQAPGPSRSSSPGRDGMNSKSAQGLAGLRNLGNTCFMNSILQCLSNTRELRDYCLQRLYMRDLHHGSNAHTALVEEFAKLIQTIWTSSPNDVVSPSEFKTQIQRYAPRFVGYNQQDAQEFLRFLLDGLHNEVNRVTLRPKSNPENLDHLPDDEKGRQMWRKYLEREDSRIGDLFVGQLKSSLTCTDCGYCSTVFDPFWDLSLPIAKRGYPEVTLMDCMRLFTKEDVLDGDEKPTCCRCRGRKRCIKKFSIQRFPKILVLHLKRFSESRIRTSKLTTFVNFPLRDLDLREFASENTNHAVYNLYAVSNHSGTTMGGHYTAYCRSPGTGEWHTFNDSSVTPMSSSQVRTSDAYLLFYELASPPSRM
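USP2 core (10nM final) preincubated 30min RT with compound in 20mM Tris-HCl pH 8.0, 2mM CaCl2, 2mM beta-mercaptoethanol, 0.05% CHAPS; 25nM Ub-CHOP2 plus 25nM reporter substrate added, fluorescence (Ex485/Em531) read after 60min.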
* marks the source's active call; other numbers are inactive results; ? = inconclusive; . = not tested or not shown; [ ] = remark or other dose. Unless noted, the call rests on the fitted dose curve; in most records, active means well fitted curve in the direction sought with a large enough effect; inconclusive means small, poorly fitted or top-dose-only effect, or another doubt; inactive means no such curve, though single readings can be large; an effect the other way counts as inactive or inconclusive. This is a subset. The share of hits here may be higher or lower than overall.

SMILES	GALK inh	KCNH2 3.1 inh	Giardia kill	hERG WT inh	Menin-MLL TR inh	MLL CXXC-DNA inh	FBPA coupling cs	TRPV1 ag	B2AR arrestin	PKM2 act	USP2a inh
C/C(Cn1nnc([N+](=O)[O-])n1)=N\NC(=O)c1cccc(Cl)c1	-4%	4	2	-17	10%	-3%	-36*	?	0.1%	2%	2%
N#C/C(=C\c1ccc(-c2nc3ccccc3s2)o1)C(N)=O	.	3	-6	5	.	-8%	1	-1	-0.5%	-3%	3%
Nc1ccc2nn(-c3ccc(F)cc3)nc2c1	5%	4	-21	-25	21%	7%	-5	2	0.2%	-1%	-2%
CCOc1c(Br)cc(C(=O)NCCCn2ccnc2)cc1OC	-1%	3	-2	6	-11%	-4%	-1	13	-0.6%	.	1%
CC(=O)c1cccc(NC(=S)NC(=O)c2cccc(C)c2)c1	0%	0	-4	4	-5%	12%	0	8	-0.6%	1%	1%
COc1cc2c(cc1OC)CN(Cc1ccc(C)s1)CC2	3%	0	-1	9	-16%	-9%	2	7	-0.1%	6%	0%
O=C1c2oc3ccc(Br)cc3c(=O)c2C(c2cccc(F)c2)N1CCO (stereo not given)	6%	12	-1	0	-1%	-2%	1	7	-0.4%	28%	2%
CCCC(=O)N1CCN(c2ccc(NC(=O)c3cccs3)cc2Cl)CC1	3%	7	-1	-6	36%[activator]	6%	-5	4	-0.3%	-3%	1%
Cc1nc2sc(C#N)c(N)c2c2c1CCCC2	-1%	8	-1	2	5%	-13%	3	-1	-0.8%	-17%	1%
Cc1nc2c(-c3ccccc3)c(C)nn2c(C)c1CCC(=O)N1CCOCC1	-1%	-2	-4	2	-22%	4%	-1	2	-0.7%	-9%	0%
O=C1OC(C(=O)Nc2ccccc2)Cc2ccccc21 (stereo not given)	0%	0	12	2	14%	0%	1	8	-0.3%	6%	9%
Cn1c(SCCN2CCOCC2)nc2sc3c(c2c1=O)CCCC3	0%	4	-2	3	-8%	5%	0	8	-0.1%	6%[11.5 µM]	3%
CCn1nc(C(=O)Nc2ccccc2C)c(Cl)c1Cl	-6%	4	7	-15	.	-8%	4	.	0.1%	3%	2%
O=C(NCc1ccccn1)C12CC3CC(CC(C3)C1)C2	5%	14	-3	-3	-9%	-4%	-1	4	-0.2%	-8%	2%
S=c1[nH]ccn1Cc1ccccc1	4%	0	0	-3	1%	1%	1	-6	-0.7%	-13%	-2%
O=C(OCCCCN1C(=O)c2ccccc2C1=O)c1n[nH]c2ccccc12	1%	-11	1	11	25%	-6%	-4	-1	0.0%	0%	-1%
CC1=NN(c2ccccc2)C(=O)C1N=Nc1cccc(O)c1 (stereo not given)	-2%	-8	-12	-2	?	-24%	-4	1	0.0%	-2%	0%
COc1ccccc1/C=C/C(=O)N1CCN(S(=O)(=O)c2cccs2)CC1	.	2	3	-1	.	.	.	.	0.0%	.	0%
COc1ccc(CCC(=O)Nc2ncc(C)s2)cc1	-1%	6	-27	-3	0%	0%	5	-2	-0.4%	.	-8%
C/C=C/C(=O)Nc1cccc(C2=NOC3(C2)C[C@@H](C(N)=O)N(C(=O)c2cc([N+](=O)[O-])cc([N+](=O)[O-])c2)C3)c1 (stereo not given in full)	5%	20	1	-1	.	-2%	-7	3	-0.2%	12%	-2%
C=CCn1c(SCc2nc3ccccc3nc2C)nnc1-c1ccoc1C	6%	7	4	-7	-2%	-2%	5	-1	-0.4%	?	-10%
O=C(COc1ccc(Cl)cc1Cl)NC(=S)Nc1ccccc1C(=O)O	5%	.	.	.	?	-14%	-1	3	-0.4%	-9%	-6%
O=C(CSc1nnc(-c2ccccc2)n1-c1ccccc1)c1ccc[nH]1	0%	12	7	-1	-7%	4%	3	15	0.2%	8%	3%
O=C(/C=C/c1cccc([N+](=O)[O-])c1)N1CCN(S(=O)(=O)c2cccs2)CC1	1%	-7	20	2	22%	40%[activator]	-2	13	-1.0%	1%	2%
O=C(CCc1nnc(C2CCCCC2)o1)N1CCN(C2CCCCC2)CC1	3%	7	26	2	4%	?	-3	-4	-0.1%	-12%	0%
C=CC[C@H](CC(=O)N(CCO)Cc1ccccc1)C(=O)N[C@@H](COC(=O)[C@@H](CC=C)Cc1ccc(F)cc1)Cc1ccccc1	.	-28	5	-10	.	.	.	.	-1.8%	.	4%
COc1ccc(/C=N/NC(=O)c2ccc3ccccc3c2)cc1OS(=O)(=O)c1ccc(NC(C)=O)cc1	.	-14	5	-6	?	32%[activator]	4	3	0.3%	1%	1%
O=C(Oc1ccc2c(=O)c(Cl)coc2c1)c1cccnc1	0%	6	-23	0	2%	7%	1	4	0.2%	-9%	1%
Cc1ccc(S(=O)(=O)N(CC(O)CN2CCOCC2)c2cc(Cl)ccc2Cl)cc1 (stereo not given)	-3%	3	3	3	-23%	2%	0	23	0.4%	-4%	2%
Cc1ccc(-c2ccc(/C=C/C(=O)c3ccccc3)o2)cc1	-1%	0	-2	-1	17%	?	-2	0	-0.4%	29%	5%
CCOC(=O)c1nc(Nc2ccc(C(C)=O)cc2)c2ccccc2n1	0%	9	5	-31	11%	2%	3	18	0.1%	-2%	-1%
OCC[C@H]1C[C@H](O)[C@@H](O)[C@]2(Cc3ccccc3CCO2)O1	.	-8	-11	-3	.	.	.	-2	0.0%	.	-1%
O=C1CN(c2nnnn2-c2ccccc2)CCN1	0%	-4	32[activator]	-1	2%	-4%	6	-4	-0.5%	-12%	-5%
CCOC(=O)c1sc(N)c(C#N)c1COC(=O)CNC(=O)c1cc(OC)c(OC)c(OC)c1	1%	24	-25	-6	10%	70%[activator]	4	-1	-0.1%	0%	4%
Cc1cnc(NC(=O)Cc2cccs2)s1	-3%	-3	2	2	12%	0%	0	1	0.1%	-11%	-2%
O=C(Nc1cccc(Cl)c1)N1CCC(CO)(CCOc2ccccc2)CC1	-1%	-10	-1	11	14%	-20%	6	?	1.2%	-1%	1%
Cc1csc(NC(=O)C2CCCO2)n1 (stereo not given)	-3%	-10	-4	-8	4%	-5%	2	0	-0.5%	-1%	5%
Cc1ccc(S(=O)(=O)N/N=C\c2ccc([N+](=O)[O-])o2)cc1	1%	19	-5	-27	8%	12%	-1	-1	-0.2%	-1%	2%
O=C(NCc1ccccc1Cl)c1cccc(OC2CCN(C(=O)C3CC3)CC2)c1	-4%	-5	11	2	.	42%	.	12	-0.3%	9%	1%
CCc1nc(SCC(=O)Nc2ccc(F)cc2)c2c(=O)n(C)c(=O)n(C)c2n1	3%	7	0	5	16%	-2%	4	1	0.2%	4%	0%
COC(=O)C1=CN(Cc2cccs2)C=C(C(=O)OC)C1c1cccc(Cl)c1	1%	-27	-1	0	4%	9%	1	17	-0.6%	4%	-2%
CCCC(=O)Nc1ccc(C=C(C(C)=O)C(C)=O)cc1	-1%	0	11	4	.	-12%	-4	-2	0.5%	3%	2%
CCCc1nc2oc(C(=O)c3ccccc3)c(N)c2c2c1COC(C)(C)C2	3%	1	2	3	-9%	44%[activator]	1	0	-0.1%	4%	1%
CCCn1nc(C(=O)Nc2ccc3c(c2)OCO3)c2ccccc2c1=O	.	-31	-22	4	.	.	.	14	-0.9%	.	4%
O=C(NCc1ccc2c(c1)OCO2)c1ccccc1	0%	13	20	13	-8%	-3%	1	8	0.3%	1%	3%
Cc1cc(C)nc(SCc2ccc(C(=O)N/N=C/c3ccco3)cc2)n1	0%	-23	-1	-3	2%	-2%	-1	26	0.1%	4%	-1%
CS(=O)(=O)Nc1ccccc1C(=O)N1CCCC1	0%	-13	0	-4	6%	-3%	0	2	0.2%	-6%	1%

Screening results from PubChem BioAssay.
